High-throughput results: PubChem BioAssay, National Center for Advancing Translational Sciences (NCATS)
ELG1 genotoxic = induces genotoxicity in HEK293T cells with luciferase-tagged ELG1; HEK293T ELG1-luciferase reporter, luminescence, 16 h; Potency, µM (top dose mostly 46 µM), without a hit: top-dose activity change, positive = activation, most hits filed as activators; hit rate 1.3% among 330,000; AID 504466; also: potency is read from the fitted curve at half-maximal effect; % of control where 0% means no effect; nearly all actives have a fitted effect of over 60% in size
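HEK293T cells expressing luciferase-tagged ELG1 were treated with compound or DMSO for 16 hr at 37°C. Luciferase activity was then read after 30 min with ONE-Glo at room temperature; rising signal flags genetic stress.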
p53 reactivation = mutant p53 re-activation in reporter cells. hit rate 0.063% among 320,000. AID 504706. H1299 p53-A138V BP100-luciferase reporter, luminescence, 24 h. Potency, µM (highest dose often 92.2 µM), for the others: at the highest dose activity change, positive = activation, most hits filed as activators; also: potency is read from the fitted curve at half-maximal effect; % of control where 0% means no effect; nearly all actives have a fitted effect of over 45% in size
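H1299 (p53-null), stable ts p53-A138V + BP100-Luc; 1000 cells/well, Opti-MEM/10% FBS; cpd 4 pt, 1:5; 24 h, 37 deg C, 5% CO2; detection reagent 10 min RT; luminescence.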
Rab9 prom act = Rab9 promoter activation | Potency, µM (series often up to 9.22 µM), for inactives: top-dose activation, negative = inhibition, usual class: activators | Huh7 Rab9 promoter-luciferase reporter, luminescence, 24 h | hit rate 2.8% among 320,000; also: potency is read from the fitted curve at half-maximal effect; % of control where 0% means no effect; nearly all actives have a fitted effect of over 60% in size
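Promoter activation is measured as luciferase luminescence in Huh7 cells stably transfected with a Rab9 promoter–luciferase construct, following 24 h compound exposure at 37 °C and 10 min reagent incubation at ambient temperature.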
FLuc counter = inhibits or activates purified firefly luciferase, miR-21 counter-screen | P08659 | purified FLuc, Km substrates, luminescence inhibition | Potency, µM (titrated, usually from 57.5 µM), without a hit: top-dose activity change, negative = inhibition, most hits filed as inhibitors | hit rate 6.9% among 360,000 | AID 588342;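 also: potency is read from the fitted curve at half-maximal effect; plate controls were vehicle for no effect and reference inhibitor for full effect; nearly all actives have a fitted effect of over 55% in size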
Target sequence (P08659 whole entry, looked up): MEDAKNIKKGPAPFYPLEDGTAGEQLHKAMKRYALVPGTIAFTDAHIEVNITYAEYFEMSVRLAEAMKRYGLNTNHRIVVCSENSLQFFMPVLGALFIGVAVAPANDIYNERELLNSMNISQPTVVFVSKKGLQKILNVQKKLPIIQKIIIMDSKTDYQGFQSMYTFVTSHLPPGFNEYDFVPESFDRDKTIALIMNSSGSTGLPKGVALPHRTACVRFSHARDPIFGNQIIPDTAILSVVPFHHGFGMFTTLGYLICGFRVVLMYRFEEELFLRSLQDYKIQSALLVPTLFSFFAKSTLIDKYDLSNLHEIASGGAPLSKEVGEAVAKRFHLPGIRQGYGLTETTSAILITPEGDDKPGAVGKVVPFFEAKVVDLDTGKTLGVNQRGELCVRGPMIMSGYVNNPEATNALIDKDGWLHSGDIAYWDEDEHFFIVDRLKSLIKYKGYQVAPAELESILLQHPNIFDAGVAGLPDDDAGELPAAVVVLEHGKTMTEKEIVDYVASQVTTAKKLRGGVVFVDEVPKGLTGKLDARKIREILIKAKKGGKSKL
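Purified P. pyralis luciferase, 10 nM final, with Km-level 10 uM D-luciferin and 10 uM ATP in 50 mM Tris acetate pH 7.5, 10 mM Mg acetate, 0.01% Tween-20, 0.05% BSA; 6-point qHTS titration about 60 µM downward; luminescence read.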
RORg inh = inhibitors of mouse ROR gamma transcriptional activity. Drosophila S2 Gal4-RORgamma UAS-luciferase reporter, 20 h. P51450. Potency, µM (top dose mostly 53.6 µM), without a hit: top-dose activity change, negative = inhibition, actives largely listed as inhibitors. hit rate 5.4% among 310,000. AID 2551; also: potency is read from the fitted curve at half-maximal effect; % is scaled to controls: 0 for no effect and ±100 for the full control effect; nearly all actives have a fitted effect of over 60% in size
Target sequence (P51450 whole entry, looked up, the tested form may be a part): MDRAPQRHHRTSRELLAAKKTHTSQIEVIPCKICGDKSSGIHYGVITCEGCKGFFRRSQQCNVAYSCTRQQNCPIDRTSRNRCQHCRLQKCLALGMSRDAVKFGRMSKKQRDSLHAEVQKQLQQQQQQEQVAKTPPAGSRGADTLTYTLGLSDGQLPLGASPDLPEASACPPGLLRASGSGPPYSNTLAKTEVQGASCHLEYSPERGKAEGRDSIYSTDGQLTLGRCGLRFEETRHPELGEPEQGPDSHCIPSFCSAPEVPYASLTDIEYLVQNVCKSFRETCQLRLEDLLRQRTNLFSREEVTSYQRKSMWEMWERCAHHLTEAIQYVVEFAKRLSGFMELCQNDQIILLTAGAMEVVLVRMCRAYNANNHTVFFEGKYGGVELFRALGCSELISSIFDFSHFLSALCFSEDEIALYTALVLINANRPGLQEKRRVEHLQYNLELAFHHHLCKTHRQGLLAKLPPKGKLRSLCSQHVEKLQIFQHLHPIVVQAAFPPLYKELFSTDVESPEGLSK
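Luciferase reporter read in Schneider cells carrying Gal4-RORγ (mouse) and UAS-Photinus luciferase; cells given compound 1 h before 700 uM copper sulfate induction, then incubated 20 h at ambient temperature.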
NPC1 promoter act = NPC1 promoter activation; Huh7 NPC1 promoter luciferase reporter, 24 h; Potency, µM (highest dose often 9.22 µM), inactives show top-dose activation, most hits filed as activators; hit rate 2.4% among 320,000;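 also: potency is read from the fitted curve at half-maximal effect; % of control where 0% means no effect; nearly all actives have a fitted effect of over 60% in size; reporter is driven by a mutant NPC1 promoter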
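Luminescence from an NPC1 promoter-driven luciferase reporter in stably transfected Huh7 cells was measured after 24 h compound treatment at 37 °C, followed by 10 min ambient incubation with luciferase detection reagent.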
Giardia kill = Giardia lamblia killing. Giardia lamblia trophozoite viability. activity change, % at 7.66 µM, hits read low. hit rate 0.15% among 340,000; in the data active = activity change below about -80%; inconclusive = between about -30% and that limit;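 also: parasites exposed to compound for two days anaerobically before the ATP read; % is scaled to controls: 0 for no effect and ±100 for the full control effect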
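Anaerobic 48 hrs incubation at 37 deg C of 100 trophozoites/well with test compounds; ATPLite 1-Step luminescence, 15-30 min RT, reports cellular ATP as viability.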
VP16 counter = Gal4-VP16 reporter inhibition counter-screen; Drosophila S2 Gal4-VP16 UAS-luciferase, luminescence, 20 h; hit rate 3.5% among 310,000; Potency, µM (series often up to 53.6 µM), without a hit: at the highest dose activity, negative = inhibition, most hits filed as inhibitors;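 also: Gal4-VP16 expression switched on by copper sulfate through the metallothionein promoter; potency is read from the fitted curve at half-maximal effect; % is scaled to controls: 0 for no effect and ±100 for the full control effect; nearly all actives have a fitted effect of over 50% in size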
BRCA1 expr act = increases BRCA1 expression; AID 624202; hit rate 1.1% among 380,000; Potency, µM (top dose mostly 46.1 µM), for inactives: top-dose activation, usual class: activators; MCF7-BRCA1-FFLuc reporter, luminescence, 48 h; response scale: scaled: vehicle 0%, 10 µM genistein 100%; also: potency is read from the fitted curve at half-maximal effect; nearly all actives have a fitted effect of over 80% in size; some results filed as inactive show a strong effect at the top dose
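Compounds are tested at multiple concentrations on MCF7 BRCA1-luciferase reporter cells seeded at 2000 per well; after 48 h, a single luminescence end-point is taken and curves fitted to the normalized data.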
Menin MLL FP TR = inhibitors of human menin-MLL interaction, mutant MLL peptide; O00255; Menin + Texas Red MLL mutant peptide, fluorescence polarization; Potency, µM (top dose mostly 61.6 µM), for inactives: top-dose FP activity change, negative = inhibition, actives largely listed as inhibitors; hit rate 0.23% among 270,000; active = well fitted inhibition curve with a large enough effect in the polarisation, with a control signal flat, not every such curve was filed as active; inconclusive = small, poorly fitted or top-dose-only effect, or effect the other way, or a change in a side signal; inactive = no such curve, though single readings can be large or run the other way; the % refers to the polarisation; also: potency is read from the fitted curve at half-maximal effect; % of control where 0% means no effect; many of its hits are not listed in these tables
PKM2 act = increases activity of human pyruvate kinase M2; P14618; purified PKM2, Kinase-Glo ATP luminescence, activation; response scale: 0% is enzyme alone, no compound; Potency, µM (doses to about 57.5 µM), inactives show at the highest dose activation, actives largely listed as activators; hit rate 0.34% among 260,000; AID 1631; also: potency is read from the fitted curve at half-maximal effect; % is scaled to controls: 0 for no effect and ±100 for the full control effect; nearly all actives have a fitted effect of over 55% in size
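Kinase-Glo luminescence reports ATP generated from ADP (0.1 mM) and PEP (0.5 mM) by purified hPK-M2 after 1 h at room temperature, pH 7.2 imidazole buffer; intermediate enzyme activity allows detecting inhibitors and activators.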
An asterisk follows results filed as active; ? = inconclusive; . = not tested or not shown; & = joins results of further samples; [ ] = remark or other dose. Unless noted, calls follow the shape of the dose curve; as a rule, active = well fitted curve in the direction sought with a large enough effect; inconclusive = small, poorly fitted or top-dose-only effect, or another doubt; inactive = no such curve, though single readings can be large; an effect the other way counts as inactive or inconclusive. Some of the compounds tested; rates above refer to the full screens.

entry | SMILES | ELG1 genotoxic | p53 reactivation | Rab9 prom act | FLuc counter | RORg inh | NPC1 promoter act | Giardia kill | VP16 counter | BRCA1 expr act | Menin MLL FP TR | PKM2 act
1 | O=S(=O)(c1ccc(Cl)cc1)n1cccn1 | 0% | -4% | -4% | 6% | 0% | -6% | 9 | 7%[10 µM] | 2% | 2% | 6%
2 | CNC(=O)CC1C(=O)N(C)C(=S)N1NC(=O)c1ccccc1 (centres undefined) | -2% | -1% | -1% | 0% | 0% | 1% | 6 | 6% | -27% | . | 5%
3 | O=C(O)C(Nc1nc(C(F)(F)F)nc2ccccc12)c1ccccc1 (centres undefined) | 3% | 0% | 1% | 0% | 1% | 1% | 7 | -9% | -3% | 16% | 2%[11.5 µM]
4 | COc1cccc(CNC(=O)CN(C)S(=O)(=O)c2ccc3c(c2)c(=O)n(C)c(=O)n3C)c1 | 0% | 9% | 3% | 2%&3% | -15% | -5% | 10 | 1% | -8%&4% | 16% | -1%
5 | CCOc1ccc(S(=O)(=O)NCCC(=O)NCC(c2ccc(OC)cc2)N2CCCC2)cc1 (centres undefined) | -2% | 10% | 0% | -5% | . | 0% | 1 | . | -13% | . | .
6 | O=C(CCn1c(=O)sc2ccccc21)NCCCn1ccnc1 | 0% | 0% | 0% | -1% | -8% | -3% | 5 | -7% | 5% | 3% | -2%
7 | CCCNc1c(NS(=O)(=O)c2cccs2)c(=O)oc2ccccc12 | 2% | -4% | 2% | 4% | 13% | 0% | -13 | -3% | -5% | 2% | 4%[0.46 µM]
8 | Clc1ccc(CSC2=NCCCN2)cc1Cl | -5% | -16% | -2% | 2% | 4% | -3% | 6 | 9% | -28% | ? | -7%
9 | CC(C)(C)c1ccc(C(=O)N2CCC(C(=O)NCCC3=CCCCC3)CC2)cc1 | 0% | -5% | -9% | -20% | 38% | 2% | 0 | -3% | ? | 12% | 1%
10 | Cc1cc(C(=O)OCC(=O)N(CC(C)C)c2c(N)n(Cc3ccccc3)c(=O)[nH]c2=O)c(C)o1 | 0% | -2% | 0% | 5% | . | -1% | -1 | . | -15% | . | .
11 | O=C(COC(=O)c1ccc(F)cc1)NCc1ccc(F)cc1 | 1% | 3% | -5% | 8% | . | 1% | -15 | . | -1% | . | .
12 | CCc1ccc(NS(=O)(=O)c2cc3c(cc2C)n(C)c(=O)c(=O)n3C)cc1 | -4% | 5% | -5% | -1% | ? | -7% | -27 | ? | 2% | 14% | ?
13 | Cc1cc(NS(=O)(=O)c2ccc(NC(=O)c3cccnc3)cc2)nc(C)n1 | 0% | 0% | 0% | -1% | -34% | 0% | 25 | -3% | 0% | 1% | .
14 | COC(=O)C1C2C=CC(C3CC23)C1C(=O)OCC(=O)c1ccc(OC)cc1 (centres undefined) | -2% | -1% | 9% | -2% | ? | -20% | -24 | -20% | 0% | -9% | 2%
15 | COc1ccc(S(=O)(=O)N(CC(=O)NCc2ccncc2)c2cc(C)cc(C)c2)cc1OC | -7% | -3% | 7% | -1% | -18% | 4% | -21 | -3% | -13% | . | .
16 | C=C[C@@H]1c2cc(C)ccc2N(S(=O)(=O)c2ccc(C)cc2)[C@H](c2ccccc2)C1(C#N)C#N | -3% | -18% | -15% | -2% | . | -13% | 13 | . | 0% | . | .
17 | CCN(CC(=O)NC1CCS(=O)(=O)C1)S(=O)(=O)c1ccccc1 (centres undefined) | 2% | -3% | 9% | 4% | -10% | 4% | -9 | 2% | -37% | -3% | -9%
18 | Cc1cc(=O)oc2cc(OCC3CC(c4ccccc4)=NO3)ccc12 (centres undefined) | 8% | ? | -2% | ? | 22% | -13% | 7 | 28% | -28% | 4% | 1%
19 | COc1ccc2nc(Cl)cc(Cl)c2c1 | 2% | -2% | 0% | -3% | 15% | 1% | ? | -1% | -1% | . | -3%
20 | COCCCNc1oc(-c2ccccc2Cl)nc1C#N | 5% | 2% | 10% | ? | -1% | 0% | ? | -2% | 61% | -19% | 0%
21 | Cc1c(C(=O)OCC(=O)N2c3ccccc3CC2C)oc2ccccc12 (centres undefined) | -7% | 1% | -2% | -9% | -1% | 2% | -8 | -5% | 6% | 4% | 1%
22 | C=C(C)CSc1nnc2n(N)c(=O)c3ccccc3n12 | ? | 16% | ? | 17µM* | 21% | 20% | 4 | 10% | -1%[1.84 µM] | 4% | 1%
23 | CCOc1ccc(CN(C)C(=O)c2ccc3ccccc3n2)cc1 | 1% | 4% | ? | 2% | 14% | 4% | 22 | 19% | 11% | -24% | -6%
24 | O=C(/C=C/c1cn(-c2ccccc2)nc1-c1cccnc1)NCCN1CCOCC1 | -5% | 2% | -1% | 1% | 29% | -2% | -24 | 4% | 1% | -18% | -1%
25 | O=C(O)c1ccc(N2C(=O)c3[nH]nc(-c4ccccc4)c3C2c2ccccc2)cc1 (centres undefined) | -1% | 3% | -5% | -11% | 9% | -3% | 7 | -16% | 13% | 10% | 4%
26 | Cc1cc(NC(=O)CSc2nc3c(C)cccc3cc2C#N)no1 | 6% | 4% | 0% | 6% | -6% | -21% | -5 | -9% | -9% | -24% | ?
27 | Cn1c(NCc2ccccc2)nc2c1c(=O)n(Cc1ccccc1)c(=O)n2C | -6% | 6% | -5% | 7% | -25% | -2% | 0 | -9% | -36% | 27% | ?
28 | CCCn1c(SCC(=O)c2c[nH]c3ccccc23)nnc1-c1ccncc1 | -1% | 3% | 2% | -1% | 37% | 0% | 21 | -11% | -11% | -14% | 3%
29 | Cc1nc(S(=O)(=O)c2ccc(Cl)cc2)c(NCc2ccccc2)o1 | 0% | -2% | -3% | 2% | -1% | -3% | 4 | -6% | -28% | 9% | 2%
30 | Fc1cccc(Cn2cc(C(=S)N3CCCCC3)c3ccccc32)c1 | -5% | -6% | -2% | 1% | 7.1µM* | -4% | 3 | 7.9µM* | -44% | -1% | -5%
31 | COc1ccc(NS(=O)(=O)c2ccc(OCC(=O)N3CCOCC3)cc2)cc1 | -1% | -7% | -2% | 0% | 44% | 1% | -6 | -11% | -4% | -3% | -4%
32 | O=C(O)C1CCCCN1C(=O)c1ccc(S(=O)(=O)N2CCCC2)cc1 (centres undefined) | 1% | -7% | -9% | -1% | . | 1% | 2 | . | -8% | . | .
33 | CCCCN(C(=O)COC(=O)CSc1cc(C)c2ccccc2n1)c1c(N)n(CCC)c(=O)[nH]c1=O | 10% | 7% | 1% | 5% | -8% | -2% | 6 | 8% | -7% | . | -9%
34 | Oc1oc(C=Nc2ccc(F)cc2F)c2ccccc12 | 0% | 1% | 1% | 5% | 0% | -1% | 1 | 14% | -6% | 10% | -3%
35 | CC(C)C(=O)NS(=O)(=O)c1ccc(N)cc1 | 0% | 1% | -2% | 0% | -4% | -4% | 2 | -7% | 6% | 6% | 3%
36 | Cc1ccnc(NC(=O)COc2ccc3oc4c(c3c2)CCCC4)c1 | ? | 16% | 5% | 4.3µM* | 77% | 17% | -12 | 25% | 33% | 9% | -1%
37 | COC(=O)c1nn(-c2ccccc2)c2nnc(Cc3ccc(C)cc3)c(=O)n12 | -2% | 5% | -7% | 1% | 3% | 1% | -4 | -16% | -5% | 2% | 3%
38 | CCOc1ccc(-n2c(=O)c3sccc3n(CC(=O)NC3CCCCC3)c2=O)cc1 | 17% | 0% | -4% | -2% | -43% | 1% | 6 | -6% | 0% | 30%[activator] | -1%

Entries above that have fluorine, in the order listed:
entry | SMILES | ELG1 genotoxic | p53 reactivation | Rab9 prom act | FLuc counter | RORg inh | NPC1 promoter act | Giardia kill | VP16 counter | BRCA1 expr act | Menin MLL FP TR | PKM2 act
3 | O=C(O)C(Nc1nc(C(F)(F)F)nc2ccccc12)c1ccccc1 (centres undefined) | 3% | 0% | 1% | 0% | 1% | 1% | 7 | -9% | -3% | 16% | 2%[11.5 µM]
11 | O=C(COC(=O)c1ccc(F)cc1)NCc1ccc(F)cc1 | 1% | 3% | -5% | 8% | . | 1% | -15 | . | -1% | . | .
30 | Fc1cccc(Cn2cc(C(=S)N3CCCCC3)c3ccccc32)c1 | -5% | -6% | -2% | 1% | 7.1µM* | -4% | 3 | 7.9µM* | -44% | -1% | -5%
34 | Oc1oc(C=Nc2ccc(F)cc2F)c2ccccc12 | 0% | 1% | 1% | 5% | 0% | -1% | 1 | 14% | -6% | 10% | -3%
